Screening results from PubChem BioAssay.
CCT modulator: High-Throughput Screening for Modulators of Cytosolic Chaperonin Activity; purified chaperonin ATPase assay, HTRF ADP detection, 30 min; activity change, % (no concentration beside the values), hits read low; 360,000 compounds, 0.3% hits; in the data active = activity change below about -30%; also: % is scaled to controls: 0 for no effect and ±100 for the full control effect
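TRiC (40 or 20 nM final, by batch activity) in 30 mM Tris pH 7.4, 100 mM KCl, 5 mM MgCl2, 1 mM DTT was treated with compound at 76 uM single dose, then 10 uM ATP, 30 min at 37 °C. ADP was read by HTRF Transcreener.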
Nrf2 block: Nrf2 qHTS screen for inhibitors. A549 ARE-Fluc reporter, luciferase luminescence, 18-24 h. Potency, µM (titrated, usually from 46 µM), inactives show at the top dose activity change, negative = inhibition, usual class: inhibitors. 360,000 compounds, 2.1% hits. AID 504444, 2011; also: potency is read from the fitted curve at half-maximal effect; % is scaled to controls: 0 for no effect and ±100 for the full control effect; nearly all actives have a fitted effect of over 60% in size
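Concentration-response testing used A549 ARE_Fluc cells at 5000 cells/well. Following an 18-24 h compound incubation, viability was read by fluorescence (Ex 405/Em 525) and luciferase output by luminescence.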
EPAC2 ag: qHTS for Agonist of cAMP-regulated guanine nucleotide exchange factor 4 (EPAC2): primary screen; AID 720711, 2013; Rap guanine nucleotide exchange factor 4 (Homo sapiens), Q8WZA2; 360,000 compounds, 0.079% hits; EPAC2 activation, biochemical qHTS; response scale: 100% = 6.5 mM cAMP response; Potency, µM (highest dose often 154 µM), without a hit: top-dose activation, hits mostly activators; also: potency is read from the fitted curve at half-maximal effect; nearly all actives have a fitted effect of over 50% in size
Target sequence (Q8WZA2 whole entry, looked up): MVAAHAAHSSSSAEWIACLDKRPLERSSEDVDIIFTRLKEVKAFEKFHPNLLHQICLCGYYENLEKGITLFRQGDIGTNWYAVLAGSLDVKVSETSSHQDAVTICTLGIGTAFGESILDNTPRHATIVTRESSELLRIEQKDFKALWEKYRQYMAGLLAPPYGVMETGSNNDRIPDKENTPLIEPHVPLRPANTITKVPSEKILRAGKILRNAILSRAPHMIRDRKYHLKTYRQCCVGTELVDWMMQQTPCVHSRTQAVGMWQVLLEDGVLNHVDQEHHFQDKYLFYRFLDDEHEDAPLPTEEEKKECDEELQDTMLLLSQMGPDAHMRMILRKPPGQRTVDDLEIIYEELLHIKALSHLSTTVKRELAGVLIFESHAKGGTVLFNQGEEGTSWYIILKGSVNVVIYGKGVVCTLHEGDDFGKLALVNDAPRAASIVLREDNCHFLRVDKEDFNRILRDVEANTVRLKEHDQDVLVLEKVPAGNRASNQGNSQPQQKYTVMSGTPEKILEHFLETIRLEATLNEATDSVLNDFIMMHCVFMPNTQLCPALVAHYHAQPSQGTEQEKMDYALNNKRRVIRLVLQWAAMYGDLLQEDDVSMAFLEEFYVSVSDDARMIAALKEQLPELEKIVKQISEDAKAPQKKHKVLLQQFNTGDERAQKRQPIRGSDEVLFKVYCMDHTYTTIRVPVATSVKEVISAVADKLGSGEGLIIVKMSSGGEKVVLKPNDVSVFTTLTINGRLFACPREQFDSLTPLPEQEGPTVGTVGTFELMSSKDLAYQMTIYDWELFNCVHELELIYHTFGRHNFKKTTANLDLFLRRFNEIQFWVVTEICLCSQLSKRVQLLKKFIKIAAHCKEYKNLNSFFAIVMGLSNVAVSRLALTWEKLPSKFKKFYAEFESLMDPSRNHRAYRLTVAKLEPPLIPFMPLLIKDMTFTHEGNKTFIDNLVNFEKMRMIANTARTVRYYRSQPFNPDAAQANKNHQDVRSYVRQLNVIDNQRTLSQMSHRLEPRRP
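Guanine nucleotide exchange by EPAC2 is measured as reduced fluorescence of BODIPY-GDP once it is released from 250 nM Rap1B. Plates are read kinetically for 30 min at room temperature; results are scaled to 6.5 mM cAMP.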
A549 viability: Nrf2 qHTS screen for inhibitors: counterscreen for cytotoxicity | A549 ARE-Fluc cells, CellTiter-Fluor viability, 18-24 h | Potency, µM (top dose mostly 46 µM), without a hit: at the top dose activity change, negative = cytotoxicity, usual class: inhibitors | 390,000 compounds, 0.16% hits | AID 504648, 2011; also: potency is read from the fitted curve at half-maximal effect; % is scaled to controls: 0 for no effect and ±100 for the full control effect
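Cytotoxicity counterscreen: CellTiter-Fluor fluorescence was measured in A549 ARE_Fluc cells after 18-24 h of compound exposure in a concentration series. The subsequent BugLite luminescent read reports ARE-luciferase activity.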
Mm-Cpn inhibitor: Inhibitors of TCP-1 ring complex (TRiC) of Methanococcus maripaludis (MmCpn): qHTS | Chaperonin Mm-Cpn (Methanococcus maripaludis) | purified Mm-Cpn ATPase, ADP Transcreener TR-FRET | Potency, µM (doses to about 76.9 µM), without a hit: at the top dose activity, negative = inhibition, actives largely listed as inhibitors | 330,000 compounds, 0.031% hits | AID 504842, 2011; also: potency is read from the fitted curve at half-maximal effect; % is scaled to controls: 0 for no effect and ±100 for the full control effect; nearly all actives have a fitted effect of over 80% in size
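Inhibition of chaperonin ATP hydrolysis is measured as reduced ADP production, detected by competitive TR-FRET in which signal falls with ADP. Final enzyme 25 nM and ATP 10 uM, reacted 30 min at 37°C.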
pAkt inh: HTS Assay for Inhibitors of Akt Phophorylation: Primary Screen. Neuro2A IGF-stimulated pAkt S473 HTRF, 20 min; hits give low values. activity change, % for hits at 50 µM. 360,000 compounds, 0.32% hits. AID 651550, 2012; in the data active = activity change below about -80%; inconclusive = mostly about -51% to -80%; also: % is scaled to controls: 0 for no effect and ±100 for the full control effect
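Single-point screen (50 µM final compound) in Neuro2A cells stimulated 20 min with 6 nM IGF at 37 deg C. After lysis, Ser473-phosphorylated Akt read by HTRF (ex 330 nm, em 615/665 nm) as the 665/615 ratio.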
EPAC2 antag: qHTS for Antagonist of cAMP-regulated guanine nucleotide exchange factor 2 (EPAC2): primary screen. EPAC2 GEF exchange of Rap1B-BODIPY-GDP, fluorescence. Rap guanine nucleotide exchange factor 4 (Homo sapiens), Q8WZA2. Potency, µM (highest dose often 114 µM), for inactives: at the top dose activity, negative = inhibition, usual class: inhibitors. 360,000 compounds, 0.18% hits; also: potency is read from the fitted curve at half-maximal effect; % is scaled to controls: 0 for no effect and ±100 for the full control effect; nearly all actives have a fitted effect of over 45% in size; many of its hits are not listed in these tables
TGFb SMAD3 inh: qHTS for Inhibitors of TGF-b | HepG2 CAGA-GFP TGF-b/SMAD3 reporter, GFP fluorescence, 18 h; TGF-beta stimulated, 500 pg/mL final | Potency, µM (highest dose often 46.1 µM), without a hit: at the highest dose activity, negative = inhibition, actives largely listed as inhibitors | 410,000 compounds, 1.2% hits | AID 588855, 2011; also: potency is read from the fitted curve at half-maximal effect; % is scaled to controls: 0 for no effect and ±100 for the full control effect; nearly all actives have a fitted effect of over 65% in size
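First, reporter cells (HEPG2 CAGA-GFP) rested 2 h at 37 degrees C. Next, compounds were pinned in and TGF-beta added to 500 pg/mL final. After 18 h, GFP was imaged per cell and summed per well.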
Nrf2 ARE act: qHTS of Nrf2 Activators. AREc32 ARE-luciferase reporter (MCF7-derived line), luminescence, 24 h. Potency, µM (doses to about 46.1 µM), for the others: top-dose activation, hits mostly activators. 410,000 compounds, 0.31% hits. AID 624171, 2012; also: potency is read from the fitted curve at half-maximal effect; % of control where 0% means no effect; nearly all actives have a fitted effect of over 65% in size
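Reporter line AREc32 (ARE-Fluc), seeded overnight in OPTI-MEM with 5% FBS; compound pin-transferred, 24 hr at 37 deg C, 5% CO2; luminescent read-out.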
Active calls of the source: *; i = inactive; ? = inconclusive; . = no result given; [ ] = dose if it differs, or a comment. Unless noted, calls follow the shape of the dose curve; as a rule, active = well fitted curve in the direction sought with a large enough effect; inconclusive = small, poorly fitted or top-dose-only effect, or another doubt; inactive = no such curve, though single readings can be large; an effect the other way counts as inactive or inconclusive. An excerpt; count on the stated rates, not on these rows.

Values in the order: EPAC2 ag	Nrf2 ARE act	EPAC2 antag	A549 viability	TGFb SMAD3 inh	Mm-Cpn inhibitor	pAkt inh	Nrf2 block	CCT modulator
CCOC(=O)C1=C[C@@H](c2ccccc2)N(S(=O)(=O)c2ccc(C)cc2)[C@H]1c1ccccc1Cl
→ 6%	0.5%	5%	.	-22%	.	i	.	-1.1
COC(=O)CCCn1cc(CN2CC(N3CCN(C4CCN(C)CC4)CC3)CS2(=O)=O)nn1 (stereo not drawn)
→ 14%	-0.2%	9%	.	.	.	i	.	1.7
O=C(Nc1ccc(NC(=O)c2ccco2)nc1)c1cccc(F)c1
→ 1%	-0.7%	?	10%	30%	1%	i	?	-1.7
CCOC(=O)c1ccccc1NS(=O)(=O)c1c(C)nc2sccn2c1=O
→ 4%	-0.6%	-17%	-4%	-19%	-2%	i	1%	0.3
CCC1CSC(Nc2ccc(C(=O)/C=C/c3cccc(C)c3)cc2)=N1 (stereo not drawn)
→ 18%	-0.3%	4%	-18%	18µM*	-4%	i	23µM*	1.7
CC(C)N(Cc1nccn1C)C(=O)c1cc(COc2ccc3ncccc3c2)on1
→ 13%	0.1%	20%	-12%	-14%	-1%	i	13µM*	-8.7
Cc1cccc(-n2ncc(C(=O)N3CCN(c4ccc(Cl)cc4)CC3)c2C2CCN(C(=O)OC(C)(C)C)CC2)c1
→ .	0.3%	.	-27%	0%	.	.	?	.
CCCNC(=O)C1(C)CCN(CCC(=O)c2ccc(Br)cc2)C1 (stereo not drawn)
→ 2%	4.4%[9.22 µM]	2%	.	?	.	i	.	-0.3
CCOC(=O)CN(C(=O)c1snc(C(N)=O)c1N)C(C(=O)NC1CCCCC1)c1ccc(F)cc1 (stereo not drawn)
→ -8%	3.4%	0%	0%	-11%	-1%	i	?	0.9
O=C(NCC1(c2ccccc2)CCOCC1)c1ccc(Br)o1
→ -6%	-0.8%	8%	0%	-2%	-1%	i	7%	-3.7
CCCCn1c(N)c(N(CCC(C)C)C(=O)c2oc3ccc(OCC)cc3c2C)c(=O)[nH]c1=O
→ -8%	0.7%	16%	-8%	-5%	0%	i	2%	-2.8
Cc1ccc(S(=O)(=O)NC(C(=O)O)c2ccccc2)cc1 (stereo not drawn)
→ -3%	0.2%	-15%	-1%	3%	1%	i	-9%	3.5
CCC(C)N=Cc1c(NCc2ccco2)nc2c(C)cccn2c1=O (stereo not drawn)
→ 4%	13µM*	-6%	-5%	-7%	1%	i	-5%	-2.1
CC(=O)Nc1ccc(S(=O)(=O)NCC(=O)OCC(=O)NC(=O)C2CCCCC2)cc1
→ 9%	0.1%	0%	2%	-29%	1%	i	-12%	-0.2
CCN(CC)c1ccc(/C=N/N2CCOCC2)cc1
→ 12%	0.3%	-3%	-8%	-8%	-10%	i	?	-1.4
O=C(Oc1ccc(N2C(=O)CCC2=O)cc1)c1ccco1
→ 12%	0.2%	-1%	-15%	-30%	1%	i	-15%	-0.9
CCn1c(SCC(=O)N2CCc3ccccc32)nnc1-c1ccco1
→ -1%	-0.9%	-3%	-2%	4%	-2%	i	-7%	-2.4
CCCCn1c(SCC(=O)Nc2cc(C)on2)nnc1-c1cccs1
→ 6%	-0.5%	-1%	-2%	0%	1%	i	3%	-3.2
CCN(c1ccc(NC(=O)COC(=O)c2ccc3ccccc3n2)cc1)C(C)C
→ -1%	4.4%	-8%	0%[1.84 µM]	-3%	-1%	i	9%	-2.0
COC(=O)c1c(-c2ccc(C)cc2)csc1NC(=S)NC(=O)c1ccc(F)cc1
→ 8%	-0.1%	10%	16%	-8%	1%	i	24%	0.0
Cc1ccccc1Nc1nc(N)nc(CSc2ccccc2)n1
→ 4%	-0.5%	-16%	0%	-4%	0%	i	?	-0.6
Nc1ccc(-n2nncc2-c2ccccc2)cc1
→ -12%	-0.4%	9%	-6%	19%	-1%	i	1%	-0.3
NC(=O)c1oc2ccccc2c1NC(=O)CCc1ccccc1
→ 9%	0.0%	-13%	1%	-9%	-4%	i	7%	-0.1
CCC(=O)Nc1nc2ccc([N+](=O)[O-])cc2s1
→ 2%	0.3%	4%	-5%	-15%	?	i	?	3.1
CCCCNc1nc2c(-c3cccc(C)c3)nnn2c2ccccc12
→ .	-0.1%	.	4%	-11%	.	.	12%	.
CN(C)S(=O)(=O)c1cccc(NC(=O)COC(=O)/C=C/c2cccs2)c1
→ 10%	?	-12%	-4%	4%	1%	i	0%	0.8
CCCCNC(=O)c1nn(-c2ccccc2OC)c(=O)c2ccccc12
→ 10%	-0.3%	-7%	-2%	-19%	0%	i	.	-5.2
O=C(NCC1CCCO1)c1ccc(Br)c(S(=O)(=O)N2CCOCC2)c1 (stereo not drawn)
→ 4%	-0.5%	4%	3%	-9%	-1%	i	14%	0.4
O=C(Nc1ccc(Cc2ccncc2)cc1)c1ccc([N+](=O)[O-])o1
→ -3%	?	-8%	-13%	16µM*	1%	i	0%	1.7
Cc1ccc(-c2nnc(SCC(=O)N3c4ccccc4NC(=O)C3(C)C)n2N)cc1
→ 6%	0.1%	4%	1%	6%	1%	i	-33%	-2.9
COc1ccc(Cl)cc1NC(=O)CN(c1cc(C)cc(C)c1)S(=O)(=O)c1c(C)n[nH]c1C
→ .	-2.3%	.	-3%	?	.	.	?	.
O=C(NCC(=O)N1CC=C(c2ccccc2)CC1)c1ccccc1Br
→ 0%	0.8%	-3%	-13%	-8%	-3%	i	?	-0.3
COc1ccc(NC(=O)COc2ccccc2C(N)=O)cc1S(=O)(=O)N1CCCCC1
→ 3%	-0.7%	1%	.	-3%	.	i	.	1.0
CC(C)(C)OC(=O)N1CCC(c2c(C(=O)N3CCN(c4ncccn4)CC3)cnn2-c2ccccc2)CC1
→ .	-0.4%	.	-1%	1%	.	.	33%	.
CCOC(=O)Cn1c(=NC(=O)c2nc3ccccc3s2)sc2cc(S(N)(=O)=O)ccc21
→ 4%	2.8%	-4%	-17%	54%[activator]	-12%	i	-20%	-5.7
CC(C)C1C(C#N)=C(N)SC(N)=C1C#N
→ 10%	0.3%	-10%	-18%	3%	-2%	.	2%	-2.7
CCOC(=O)c1cc(C(=O)Nc2cccc(C)c2)nn1C
→ 3%	0.3%	-2%	17%[1.84 µM]	2%	0%	i	?	-1.6
COc1ccc(C(=O)Nc2cc(C(=O)O)cc(C(=O)O)c2)cc1Cl
→ -1%	-0.3%	17%	2%	1%	1%	i	9%	-0.5
Cc1nn(C(C)(C)C)c(OC(=O)c2cccc(F)c2)c1Sc1ccccc1
→ .	0.0%	.	1%	?	.	.	-4%[9.27 µM]	.
O=C(O)CN1C(=O)/C(=C\c2cccc(OCc3ccccc3F)c2)SC1=S
→ 0%	0.3%	89µM*	-4%	-19%	0%	i	6%	0.5
CC(=O)c1cccc(CN2CCC(n3nccc3NC(=O)CCCc3ccccc3)CC2)c1
→ -3%	0.0%	-1%	-1%	10%	0%	i	17%	-17
CC(=O)NCCc1ccc(S(=O)(=O)NCc2ccc3c(c2)OCO3)cc1
→ -1%	0.0%	4%	-10%	-2%	1%	.	-25%	0.0
CC(C)(C)N/N=C1\CC(c2ccccc2)Oc2ccccc21 (stereo not drawn)
→ 3%	5.3%	-28%	15%	-2%	0%	i	13%	1.7
CCOC(=O)c1c(CN(C)C)oc2cc(CN(C)C)c(O)c(CSc3ccccc3)c12
→ -3%	4.9%	-2%	-2%	38%[activator]	2%	i	15%	-2.4
COc1ccc(S(=O)(=O)N2CCOCC2)cc1NC(=O)CSc1cc(C)ccc1C
→ 10%	-0.1%	-4%	2%	-1%	1%	i	-7%	-1.6

No new results follow: entries from further up.
Values in the order: EPAC2 ag	Nrf2 ARE act	EPAC2 antag	A549 viability	TGFb SMAD3 inh	Mm-Cpn inhibitor	pAkt inh	Nrf2 block	CCT modulator
CC(=O)NCCc1ccc(S(=O)(=O)NCc2ccc3c(c2)OCO3)cc1
→ -1%	0.0%	4%	-10%	-2%	1%	.	-25%	0.0
CC(C)(C)N/N=C1\CC(c2ccccc2)Oc2ccccc21 (stereo not drawn)
→ 3%	5.3%	-28%	15%	-2%	0%	i	13%	1.7
CCOC(=O)c1c(CN(C)C)oc2cc(CN(C)C)c(O)c(CSc3ccccc3)c12
→ -3%	4.9%	-2%	-2%	38%[activator]	2%	i	15%	-2.4
COc1ccc(S(=O)(=O)N2CCOCC2)cc1NC(=O)CSc1cc(C)ccc1C
→ 10%	-0.1%	-4%	2%	-1%	1%	i	-7%	-1.6

Some of the entries so far, as labelled records:
smiles: COc1ccc(S(=O)(=O)N2CCOCC2)cc1NC(=O)CSc1cc(C)ccc1C
- EPAC2 ag: 10%
- Nrf2 ARE act: -0.1%
- EPAC2 antag: -4%
- A549 viability: 2%
- TGFb SMAD3 inh: -1%
- Mm-Cpn inhibitor: 1%
- pAkt inh: i
- Nrf2 block: -7%
- CCT modulator: -1.6

smiles: CC(=O)NCCc1ccc(S(=O)(=O)NCc2ccc3c(c2)OCO3)cc1
- EPAC2 ag: -1%
- Nrf2 ARE act: 0.0%
- EPAC2 antag: 4%
- A549 viability: -10%
- TGFb SMAD3 inh: -2%
- Mm-Cpn inhibitor: 1%
- pAkt inh: .
- Nrf2 block: -25%
- CCT modulator: 0.0
